Screening data: PubChem BioAssay, several laboratories
Hck Nef HTS – blocks Nef-activated human Hck kinase; P08631; Recombinant Hck-YEEI plus Nef, Z-Lyte FRET kinase assay; inhibition, % at 20 µM; 220,000 compounds, 0.68% hits; AID 463187;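 active = Hck-Nef kinase inhibition above about 50%, limit read from the data; inactive = inhibition below that limit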;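 also: 0% = DMSO with Hck plus Nef and 100% = Hck alone without Nef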
FXIIa inh – factor XIIa (human) inhibition. inhibition, % at 5 µM. 220,000 compounds, 0.3% hits. AID 800. purified FXIIa, Boc-QGR-AMC fluorogenic substrate, 2 h; in the data active = inhibition above about 40%;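 also: 0% = enzyme with no compound and 100% = blank without enzyme; many of its hits are not listed in these tables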
14-3-3 Bad inh – disrupts binding of bovine 14-3-3 zeta to phospho-Bad peptide; 220,000 compounds, 0.71% hits; TR-FRET 14-3-3zeta/Dy647-pBad peptide displacement, 1 h; AID 781; P63103; inhibition, % at 21.7 µM;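 active = inhibition above about 70%, limit read from the data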;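 also: 0% = full 14-3-3 plus peptide FRET controls and 100% = background without 14-3-3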
Target sequence (P63103 whole entry, looked up): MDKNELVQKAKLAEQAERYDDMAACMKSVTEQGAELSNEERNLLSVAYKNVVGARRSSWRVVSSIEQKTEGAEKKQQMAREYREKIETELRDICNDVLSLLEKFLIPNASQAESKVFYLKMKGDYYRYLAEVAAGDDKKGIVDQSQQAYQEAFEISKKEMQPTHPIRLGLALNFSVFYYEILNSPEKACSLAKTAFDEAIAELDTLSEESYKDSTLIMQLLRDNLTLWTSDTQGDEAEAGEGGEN
Runt-CBFb FRET – inhibitors of human RUNX1 Runt domain binding to CBFb. 220,000 compounds, 0.46% hits. Cerulean-Runt/Venus-CBFb FRET ratio 530/480, 1 h. AID 1496. inhibition, % at 20 µM;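 active = inhibition over about 50% at 20 µM in the single-dose screen, limit read from the data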;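 also: 0% = DMSO wells and 100% = excess unlabeled CBFb competitor control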
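Assay system: Cerulean-Runt domain / Medium: Tris 50 mM pH 7.5, KCl, K2SO4, 0.01% BSA / Timing: protein complex preformed 1 h, compound exposure 1 h, room temperature, dark / Measured by: FRET, excitation 422 nm, emission at 530 and 480 nm / Evaluation: loss of energy transfer signal / Control set: 5 µM unlabeled CBFb as full-inhibition high control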
Wee1 degr inh – inhibitors of human Wee1 degradation | 220,000 compounds, 1.2% hits | P30291 | reporter increase, % at 5 µM | HeLa Luc-Wee1K328M stability, luciferase luminescence; 100% = proteasome inhibitor MG132 effect;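 active = activation above the mean of all tested compounds plus 3 SD, set per screening run, cut at about 8.8% in these data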;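 also: cells exposed to compound for 20 h before luminescence read; 0% = DMSO alone and 100% = MG132 at 30 µM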
Target sequence (P30291 whole entry K328M): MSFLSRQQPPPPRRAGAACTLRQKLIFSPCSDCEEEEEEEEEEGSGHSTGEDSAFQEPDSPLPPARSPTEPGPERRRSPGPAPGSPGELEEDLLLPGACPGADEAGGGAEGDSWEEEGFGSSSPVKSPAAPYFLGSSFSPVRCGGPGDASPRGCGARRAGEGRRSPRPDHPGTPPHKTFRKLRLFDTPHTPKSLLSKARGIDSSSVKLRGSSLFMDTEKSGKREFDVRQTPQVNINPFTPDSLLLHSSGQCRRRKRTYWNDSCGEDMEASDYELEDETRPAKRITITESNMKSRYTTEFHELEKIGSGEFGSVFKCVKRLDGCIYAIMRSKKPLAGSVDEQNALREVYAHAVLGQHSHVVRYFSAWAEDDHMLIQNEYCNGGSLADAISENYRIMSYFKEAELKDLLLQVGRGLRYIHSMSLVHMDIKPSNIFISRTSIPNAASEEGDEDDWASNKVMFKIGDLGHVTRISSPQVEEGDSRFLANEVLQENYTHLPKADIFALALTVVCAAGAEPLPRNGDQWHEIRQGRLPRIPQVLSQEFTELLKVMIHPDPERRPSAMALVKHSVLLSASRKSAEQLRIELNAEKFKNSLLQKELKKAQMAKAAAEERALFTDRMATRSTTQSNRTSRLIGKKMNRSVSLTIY
Thrombin inh – inhibitors of human thrombin. AID 1046. 220,000 compounds, 0.26% hits. inhibition, % at 5 µM. P00734. alpha-thrombin, Boc-VPR-AMC fluorogenic substrate cleavage;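 active = inhibition at or above 40%; inactive = inhibition below 40%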;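 also: 0% = enzyme with no compound and 100% = wells without enzyme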
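signal = AMC fluorescence, 355/460 nm | material = human alpha-thrombin enzyme | control set = enzyme without compound as high, wells lacking enzyme as low | times = reaction at room temperature | read-out basis = percent inhibition scaled between no-compound controls and no-enzyme blanks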
FXIa inh 1536 – blocks human coagulation factor XIa protease activity; inhibition, % at 5 µM; AID 798; purified FXIa, Boc-Glu-Ala-Arg-AMC fluorogenic substrate; 220,000 compounds, 0.14% hits; P03951;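 active = inhibition of at least 40%; inactive = inhibition below 40%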;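 also: fluorescence of freed AMC excited at 355 nm; 0% = enzyme without compound and 100% = no enzyme blank; many of its hits are not listed in these tables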
KLK5 inh – inhibitors of human kallikrein 5; 210,000 compounds, 0.59% hits; Q9Y337; recombinant hK5, fluorogenic AMC substrate cleavage; inhibition, % at 5 µM;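 active = inhibition of 40% or more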;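 also: 0% = enzyme controls without compound and 100% = no-enzyme blanks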
Runt-SMMHC FRET – Runt domain-CBFb-SMMHC interaction inhibition. Q01196+Q13951. Cerulean-Runt/Venus-CBFb-SMMHC FRET ratio 530/480, 1 h. inhibition, % at 20 µM. 220,000 compounds, 0.74% hits;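 active = mean inhibition across duplicate retests at 20 µM reaching about 50%, limit read from the data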;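 also: 0% = DMSO wells and 100% = wells with excess untagged CBFb-SMMHC; inhibitors lower the FRET ratio by blocking Runt binding to CBFb-SMMHC; some results filed as inactive read as strong as hits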
* marks the source's active call; other numbers are inactive results; . = no result given; [ ] = remark or other dose.

No.	Runt-SMMHC FRET	Thrombin inh	14-3-3 Bad inh	FXIa inh 1536	Hck Nef HTS	Wee1 degr inh	FXIIa inh	KLK5 inh	Runt-CBFb FRET	Molecule
1	-0.9	-9.5	-1.3	-1.9	-5.0	0.0	-2.8	-1.3	-1.6	O=C(COC(=O)c1ccccn1)Nc1cccc2ccccc12
2	-9.8	-4.7	8.5	-0.3	16.9	4.0	2.4	-1.8	2.0	Cc1cc(=O)[nH]c(N/N=C/c2ccc3c(c2)OCCO3)n1
3	2.7	-7.1	-15.8	12.2	5.4	-1.1	9.8	-16.4	-1.0	CCCCNc1c(N)n(CCCC)c(=O)[nH]c1=O
4	-5.6	4.3	0.7	-5.8	5.4	0.8	14.6	-10.2	2.5	O=c1cc(CN2CCN(c3ccccc3O)CC2)nc2sccn12
5	1.7	-7.7	-3.2	-1.7	-6.0	2.1	4.9	.	0.6	Cc1ccc(NC(=O)C2CCCN(S(=O)(=O)c3c(C)noc3C)C2)cc1 (stereo not drawn)
6	-2.5	-0.9	12.8	1.5	1.8	-1.3	4.5	-9.5	1.0	Cc1ccc(OC(=O)NC2CCS(=O)(=O)C2)cc1C (stereo not drawn)
7	-3.9	-6.1	16.8[fluorescence artefact?]	6.9	-1.1	9.1*	6.2	3.2	-2.2	CC(C)Oc1cccc(C(=O)Nc2ccc(Br)cc2F)c1
8	-4.0	-0.1	4.9	5.0	-0.3	2.3	11.7	-3.3	-0.6	CCCCS(=O)(=O)Nc1ccc2c(c1)ncn2C1CCCCC1
9	-1.1	6.6	2.5	11.8	-9.2	1.2	19.8	2.7	-0.9	O=C(/C=C/c1ccc(S(=O)(=O)N2CCOCC2)cc1)N(CCO)Cc1ccccc1
10	-6.0	2.2	-0.1	-0.1	15.4	-3.0	12.4	-1.3	0.1	Cc1cc(C)nc(NC(=O)C(C)N2C(=O)c3ccccc3C2=O)n1 (stereo not drawn)
11	-0.6	-2.7	-14.4	-10.9	1.9	3.1	-7.2	-6.0	-1.7	O=C(CN1C(=O)NC2(CCCC2)C1=O)NCCC1=CCCCC1
12	-0.4	-2.6	7.3[fluorescence artefact?]	0.4	-16.3	2.9	7.3	-15.5	1.0	O=S(=O)(Nc1ccc(Oc2ncccn2)c(Cl)c1)c1ccc(Cl)cc1
13	0.8	-8.0	1.5	2.4	14.1	-1.7	5.9	-6.5	-0.7	CCCCn1ccnc1C
14	0.5	-13.2	-5.8[fluorescence artefact?]	-1.0	-0.8	-0.5	1.8	-16.8	-0.5	Cc1ccc(NC(=O)CN2C(=O)NC(C)(c3ccc(Cl)cc3)C2=O)cc1S(=O)(=O)N1CCOCC1 (stereo not drawn)
15	-2.1	-5.6	-10.0	0.3	0.6	1.2	17.7	-9.7	0.0	CC(C)c1cc(C(=O)Nc2cc(Cl)ccc2O)no1
16	0.6	-3.2	-4.9	0.9	-0.1	3.0	4.8	5.8	20.4	c1cncc(-c2nnc(-c3cccnc3)nn2)c1
17	-1.9	-6.4	10.0	2.9	4.8	1.5	12.8	16.6	-0.1	Clc1cccc(CSc2nnc(-c3c[nH]c4ccccc34)o2)c1
18	-1.5	2.3	-5.0	-0.5	1.3	-2.8	13.3	-5.1	-8.4	Cc1c(C(=O)Nc2cccc(C(F)(F)F)c2)oc2ccc(S(=O)(=O)N3CCOCC3)cc12
19	2.9	-5.9	-2.3	1.6	20.1	6.5	9.6	-1.6	0.9	OC(CNCC(c1ccc(Cl)cc1Cl)c1c[nH]c2ccccc12)c1ccccc1 (stereo not drawn)
20	1.0	-5.5	5.5[fluorescence artefact?]	5.6	-0.2	5.8	15.4	-5.2	0.9	Cc1cccc(-n2ncc3c(N(CCO)CCO)ncnc32)c1
21	-4.0	2.0	5.1	6.2	15.7	3.8	9.7	3.4	-0.8	Cc1ccc(S(=O)(=O)N/N=C/c2cc(Br)ccc2O)cc1
22	-1.2	7.5	-2.7	13.4	0.5	-0.7	-19.0	1.2	-0.3	Cc1c(C(=O)C(=O)NCCC2=CCCCC2)c2ccccc2n1C
23	12.5	-5.5	0.0	2.8	-0.8	-1.0	10.3	-8.6	0.0	CCCCC1(CC(=O)OC)C(=O)N(c2ccccc2)N(c2ccccc2)C1=O
24	-2.7	-7.9	-14.0	-5.0	-1.3	-2.9	2.7	-4.6	-0.3	CC1CCN(C(=O)COC(=O)c2n[nH]c3ccccc23)CC1
25	-1.0	10.6	-10.1	-3.7	-0.3	-1.3	8.6	-4.3	0.6	CC(C)(C)C(=O)[C@@H]1[C@@H]2C(=O)N(Cc3ccccc3)C(=O)[C@@H]2[C@H]2c3ccccc3C=CN12
26	-3.5	3.9	3.1	8.3	16.8	0.9	21.1	-0.8	-4.6	CCOC(=O)CCSc1nc(C(C)(C)C)cc(C(F)(F)F)c1C#N
27	11.4	-7.3	8.8	-7.8	1.4	-2.4	-3.4	8.7	15.8	O=C(CSc1nnc(-c2cc3ccccc3cc2O)n1Cc1ccco1)c1ccc(F)cc1
28	-1.4	6.6	3.0	8.1	-11.6	4.5	7.6	-5.4	-8.2	COCCN=c1scc(-c2ccc3c(c2)NC(=O)CO3)n1/N=C(\C)c1ccc(O)cc1
29	-2.1	0.7	0.3	-3.6	-2.0	1.8	14.1	-6.0	0.6	COC(=O)C(CC(C)C)NC(=O)c1cc(OC)c(OC)c(OC)c1 (stereo not drawn)
30	-8.1	-3.7	7.2	1.8	1.9	1.8	8.1	-0.3	-2.6	Cc1ccc2c(C(=O)CN3CCN(C4CCCCC4)CC3)c(C)[nH]c2c1
31	0.3	-6.2	-3.9	-0.5	-16.0	-1.4	6.1	1.9	1.7	O=C(/C=C/c1c(Cl)nc2ccccn12)N1CCN(c2ccccc2F)CC1
32	4.3	1.6	6.0	3.5	-11.2	1.2	14.1	8.2	-1.1	CCOC(=O)N1CCN(C(=O)c2cc3sccc3n2C)CC1
33	0.6	-3.3	-14.5	-0.3	1.8	1.3	14.7	-10.8	1.2	COc1ccc(Cc2nnc(NC(=O)CSc3ccccc3)s2)cc1
34	1.4	-8.8	13.2	-5.8	-0.3	0.4	2.2	-1.6	-0.9	O=C(CN=C1NC(=O)C(c2ccccc2)(c2ccccc2)N1)NCc1ccc(F)cc1
35	1.5	1.0	-0.6[fluorescence artefact?]	16.0	-20.3	-0.8	20.1	-7.6	1.5	CCc1ccc(N2C(=O)CC(N3CCC(C(=O)OC)CC3)C2=O)cc1 (stereo not drawn)
36	1.1	3.9	0.6	-2.4	9.1	6.1	-2.9	-9.6	-2.2	Cc1c(Cl)cc(-n2cnnn2)cc1[N+](=O)[O-]
37	-14.1	-1.5	-14.4	5.6	1.0	3.4	9.8	-13.9	-6.4	CC(=O)/C(N=Nc1ccc2c(c1)OCO2)=C(\C)O
38	-3.9	-9.0	9.9	-9.2	1.6	-2.1	3.1	3.8	-5.7	Cc1sc2ncn(CC(=O)N(CC(=O)NC3CCCC3)Cc3cccs3)c(=O)c2c1C
39	0.2	-1.9	-1.5	4.2	19.7	2.9	14.1	2.3	1.4	O=C(Nc1ccn([C@H]2CC[C@@H](CO)O2)c(=O)n1)c1ccccc1
40	1.3	-2.1	-1.2[fluorescence artefact?]	-0.1	-0.2	1.2	0.1	-7.0	1.5	COC(=O)COc1ccc(S(=O)(=O)Nc2ccc3c(c2)OCCO3)cc1Cl
41	-6.2	-0.3	-2.1	-0.4	-2.8	-1.0	3.5	.	-0.5	COc1ccc(-n2cc(CNC3CCN(C)CC3)c(-c3cccc(F)c3)n2)cc1
42	7.5	-12.0	-1.3[fluorescence artefact?]	-8.6	2.1	0.9	0.7	-20.1	1.4	Cc1ccc(C)c(NC(=S)N2CCN(c3cccc(C(F)(F)F)c3)CC2)c1
43	3.4	-4.5	-8.6	-6.1	-0.6	-1.0	2.0	21.2	1.0	Cc1ccc(S(=O)(=O)/N=C(\CSC(N)=O)Nc2ccccc2)cc1
44	7.8	-9.8	-7.4	-10.0	-0.3	1.1	-2.9	-5.0	14.4	CC(=O)N(C)c1ccc(NC(=S)Nc2cccc3ccccc23)cc1
45	1.5	-13.8	-6.3	-1.7	21.9	-1.9	5.9	-0.4	1.7	COC(=O)CSCC(=O)Nc1nnc(-c2ccccc2C)s1
46	-1.3	10.9	0.6	13.2	-10.9	1.8	23.9	32.2	-1.5	CCn1nc(C)c(CNC(=O)CC2C(=O)NCCN2CC(C)C)c1C (stereo not drawn)
47	1.2	-3.4	-2.6	-4.9	-1.8	1.4	-5.7	-26.3	-1.1	COc1cccc(NC(=O)C2CCCN(S(=O)(=O)c3ccc(-n4cnnn4)cc3)C2)c1 (stereo not drawn)
48	.	-3.1	-7.8	-4.0	0.4	-2.8	2.1	-3.6	.	O=C(COc1ncnc2ccccc12)NC(=O)NCc1ccccc1
49	11.1	-0.2	-3.6	-2.6	5.5	-2.2	8.9	-6.1	0.7	COc1ccc(C2c3sc(=O)[nH]c3SC3C4CCC(C4)C23)cc1OC (stereo not drawn)
50	-5.3	-3.4	2.6[fluorescence artefact?]	5.2	1.9	-0.9	8.9	-81.2	-1.7	CCCn1c(/C=N/Nc2nc3ccccc3[nH]2)nc2ccccc21

Later entries.
No.	Runt-SMMHC FRET	Thrombin inh	14-3-3 Bad inh	FXIa inh 1536	Hck Nef HTS	Wee1 degr inh	FXIIa inh	KLK5 inh	Runt-CBFb FRET	Molecule
51	1.7	0.0	0.5	-5.7	1.9	1.6	11.7	-45.9	3.1	Cc1cccc2nc(CNc3ccc(F)cc3)cn12
52	3.1	-7.3	-7.1	-4.3	5.2	-0.3	-1.2	-3.6	-0.1	C#CCSc1n[nH]c(=O)n1-c1cccc(C(F)(F)F)c1
53	-2.8	-2.7	1.4	-5.7	1.9	2.0	-1.5	-9.6	2.5	CC(=O)N/C(=C/c1ccc2c(c1)OCO2)C(=O)NCCO
54	-5.2	6.4	11.3[fluorescence artefact?]	0.8	2.0	0.5	7.9	-6.0	-2.9	O=C(CCCN1C(=O)c2cccc3cccc(c23)C1=O)N1CCc2ccccc2C1
